High-throughput results (PubChem)
KAT2A inh: GCN5L2 (KAT2A) acetyltransferase inhibition | Q92830 | GCN5L2 HAT assay, ThioGlo1 CoA-SH fluorescence | Potency, µM (titrated, usually from 58.9 µM), inactives show top-dose activity change, negative = inhibition, hits mostly inhibitors | 390,000 tested, 0.21% active
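ThioGlo1-coupled HAT assay: 20nM GCN5L2, 70uM acetyl-CoA, 75uM H3(1-25) peptide, pH 7.5. Fluorescence read at 340/540nm at start and after 20 min at room temperature.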
N370S GC: inhibitors or activators of N370S glucocerebrosidase for Gaucher disease | P04062 | N370S GC spleen homogenate, 4MU-glucoside fluorescence | Potency, µM (top dose mostly 59.4 µM), for inactives: at the highest dose activity change, negative = inhibition, actives largely listed as inhibitors | 330,000 tested, 0.092% active | AID 2101;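 also: 0% = full enzyme activity and -100% = no enzyme basal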
FEN1 inh: blocks human flap endonuclease 1 | P39748 | Recombinant FEN1 flap cleavage, fluorescence, 15 min | Potency, µM (doses to about 114 µM), inactives show top-dose activity change, negative = inhibition, hits mostly inhibitors | 390,000 tested, 0.35% active | AID 588795; also: nearly all actives have a fitted effect of over 65% in size
Target sequence (P39748 whole entry, looked up): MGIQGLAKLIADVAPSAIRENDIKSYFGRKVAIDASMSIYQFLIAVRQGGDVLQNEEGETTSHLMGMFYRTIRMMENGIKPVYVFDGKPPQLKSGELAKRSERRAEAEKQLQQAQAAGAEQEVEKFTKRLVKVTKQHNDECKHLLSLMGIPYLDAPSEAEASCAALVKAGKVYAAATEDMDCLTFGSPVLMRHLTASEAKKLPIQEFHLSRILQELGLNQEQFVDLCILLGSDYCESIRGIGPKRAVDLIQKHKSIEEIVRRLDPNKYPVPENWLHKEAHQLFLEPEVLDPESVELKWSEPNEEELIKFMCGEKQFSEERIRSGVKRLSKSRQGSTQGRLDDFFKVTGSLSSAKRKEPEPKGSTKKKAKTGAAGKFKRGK
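Compounds are tested as a concentration series against 10 nM FEN1; after a 15 min room-temperature preincubation, 50 nM substrate starts cleavage, with plate reads at 0 and 15 min. Normalized responses are fitted by a Hill equation.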
* marks the source's active call; other numbers are inactive results; ? = inconclusive; · = no result given; & = joins results of further samples; [ ] = another dose, or the depositor's remark. Calls follow the shape of the dose curve; as a rule, active = well fitted curve in the direction sought with a large enough effect; inconclusive = small, poorly fitted or top-dose-only effect, or another doubt; inactive = no such curve, though single readings can be large; an effect the other way counts as inactive or inconclusive. Unless noted, % is scaled to controls: 0 for no effect and ±100 for the full control effect; potency is read from the fitted curve at half-maximal effect. An excerpt; count on the stated rates, not on these rows.

SMILES	KAT2A inh	N370S GC	FEN1 inh
O=C(CCCOc1ccccc1)N1CCN(c2ccccc2)CC1	-5%	7%	12%
CC(=O)NCC(=O)OCC(=O)c1ccccc1	4%	10%	7%
Cc1nc(NNC(=O)c2ccccc2)cc(-c2ccccc2)n1	-3%	?	0%
COCCn1c(SCC(=O)Nc2cccc(C(=O)OC)c2)nc2ccccc2c1=O	-2%	?	-10%
Cc1coc2c1c(C)cc1oc(=O)c(Cc3ccccc3)c(C)c12	-4%	16%	-15%
Cc1ccc(-n2nc3c(=O)n(CCCC(=O)NC(C)c4ccccc4)nc(C)c3c2C)cc1 (stereo not given)	0%	·	-2%
COc1ccc(-c2nc(SC(CC(=O)NCCN3CCOCC3)c3cccs3)n[nH]2)cc1 (stereo not given)	-3%	-17%	-10%
Cc1cc(C(C)(C)C)ccc1OCC(=O)N/N=C\c1c(C)n(C)n(-c2ccccc2)c1=O	-8%	-4%	-2%
O=c1c2cnn(-c3ccc(F)cc3)c2ncn1Cc1ccccc1Cl	1%	·	17%
CC(O)c1ccc(-n2cnnn2)cc1 (stereo not given)	-2%	3%	6%
Cc1ccc(-n2nc(C(=O)N3CCOCC3)cc2-c2ccc(Cl)cc2)cc1	-4%	9%	-6%
Cc1oc2ncn(CC(C)C)c(=O)c2c1C(=O)N1CCN(c2ccc(F)cc2)CC1	20%	·	2%

Quoted from the results shown for reference:
SMILES	KAT2A inh	N370S GC	FEN1 inh
Cc1ccc(-n2nc(C(=O)N3CCOCC3)cc2-c2ccc(Cl)cc2)cc1	-4%	9%	-6%
Cc1oc2ncn(CC(C)C)c(=O)c2c1C(=O)N1CCN(c2ccc(F)cc2)CC1	20%	·	2%

Next section
SMILES	KAT2A inh	N370S GC	FEN1 inh
COC(=O)c1ccccc1NC(=O)CN1C(=O)NC2(CCCCCCC2)C1=O	-2%	·	2%
Cc1ccccc1NC(=O)COC(=O)c1cccnc1	5%	-5%	-9%
CC(C)CCN(C(=S)Nc1cccc(C(F)(F)F)c1)C(C)c1ccccn1 (stereo not given)	-4%	7%	-6%
Cc1ccc(C(C)C)cc1OCC(=O)Nc1ccc(N2CCCCC2)cc1	3%	-5%	-17%
CCOC(=O)c1sc(NC(=O)C(C)Oc2ccc(OC)cc2)c(C(=O)OCC)c1C (stereo not given)	-7%	·	-2%
CCOC(=O)c1cc2c(=O)n3ccccc3nc2n(Cc2ccco2)c1=NC(=O)c1ccccc1OCC	-14%	0%	0%
CCCSCCCNC(=O)C1CCN(C(=O)c2cc3sccc3n2C)CC1	-3%	·	15%
CCOc1ccc(OCC(=O)Nc2ccc(OC)cc2[N+](=O)[O-])cc1	2%	11%	-3%
O=C(c1ccc(Br)o1)N1CCC(c2nc3ccccc3[nH]2)CC1	-1%	0%	-10%
CN(C)c1ccnc2sc(C(=O)c3ccccc3)c(N)c12	-5%	?	8%
c1ccc2nc(-c3ccc(N4CCOCC4)cc3)ccc2c1	-19%	2%	-4%
Cc1nnc(NC(=O)c2ccc(F)c(S(=O)(=O)N3CCOCC3)c2)s1	-3%	·	-3%
CCSC1=C(C#N)C2(CCCCC2)C(C#N)=C(N)N1	1%	-7%	-9%
COc1ccc2nc(NC3=NC(C(=O)Nc4ccc(C)cc4)CC(=O)N3)nc(C)c2c1 (stereo not given)	1%	-3%	·
CC(C)c1cc(NCc2ccccn2)n2c(nc3ccccc32)c1C#N	-8%	?	-2%
O=C(COC(=O)c1cc(S(=O)(=O)N2CCOCC2)ccc1F)NC1CC1	-3%	·	4%
O=C(c1csnn1)N1CCC2(CCCN(c3ccccc3)C2)CC1	-16%	-1%	·
CC(C)CNC(=S)NNC(=O)CC(C)O (stereo not given)	-11%	2%	2%
COc1cc(C(=O)N2CCN(C(=O)C(Cc3cc(C)ccc3C)NC(C)=O)CC2)cc(OC)c1OC (stereo not given)	3%	16%	-10%
Cc1ccc(-c2nc3cc(NC(=O)Cc4ccc(Cl)cc4)ccc3o2)cc1	0%	·	-16%
O=C(CCc1nc2ccccc2[nH]c1=O)OCC(=O)c1cccc2ccccc12	-3%	3%	·
COc1cccc(CNC(=O)c2ccc3c(c2)c(C)c(C)n3Cc2ccccc2)c1	-9%	·	-9%
CCOc1ccc(CCNC(=O)c2c(C)oc3ncn(CC(C)C)c(=O)c23)cc1OCC	25%	·	0%
CCN(CC)CCNC(=O)C1CCN(c2cc(C)nc3c(-c4ccc(Cl)cc4)c(C)nn23)CC1	-5%	·	12%
Cn1nc([N+](=O)[O-])c2c(-c3nc4ccccc4s3)c(N)n(C3CCCCC3)c2c1=O	-3%	11%	14%
CC(C)c1ccc(NC(=O)CN2C(=O)COc3ccc(S(=O)(=O)N4CCOCC4)cc32)cc1	-1%&-9%	-12%	2%&-2%
COC(=O)CNC(=O)c1ccc(C)s1	-3%	3%	-15%
CCOC(=O)/C=C1\NC(C)(C)Cc2cc(OC)c(OC)cc21	-2%	0%	5%
CN(CC(=O)NCCc1ccc(S(N)(=O)=O)cc1)Cc1ccc(Cl)cc1Cl	2%	0%	1%
CCN1CCN(C(=O)CCN2C(=O)COc3ccc(C)cc32)CC1	-15%	4%	-3%
COc1ccc(Cl)cc1NC(=O)CN1C(=O)NC(C)(Cc2ccc(OC)c(OC)c2)C1=O (stereo not given)	-7%	·	19%
CCc1nn2cc(C(=O)c3cc(C)ccc3O)cnc2c1-c1ccc(F)cc1	-4%	4%	-1%
COc1cccc2c1cc1c(=O)n(CC(=O)N3CCN(c4ccc(F)cc4)CC3)nc(C)n12	-3%	·	0%
O=C(NCc1cccs1)c1nn(-c2ccccc2F)nc1CO	2%	·	-4%
NC(=O)CCN(C1CCCCC1)S(=O)(=O)c1cccc2nsnc12	0%	-1%	-2%
C[C@H](CO)N1C[C@H](C)[C@H](CN(C)CC2CCCCC2)Oc2ccc(NS(=O)(=O)c3ccc(F)cc3)cc2CC1=O	-5%	·	-25%
Nc1ncnc2c1ncn2[C@@H]1O[C@H](CNCC#Cc2ccccc2)[C@@H](O)[C@H]1O	-1%	·	18%
NC(=O)CC(NC(=O)c1ccccc1)c1ccc(NCCN2CCOCC2)c([N+](=O)[O-])c1 (stereo not given)	0%	1%	13%
CC(C)C[C@@H](CSc1ccc(Br)cc1)N1CCN(CC(C)C)CCC1=O	-12%	-8%	11%
O=C(c1cc(=O)[nH]c2ccccc12)N1CCc2ccccc2C1	-4%	8%	1%
COc1nc(N2CCOCC2)nc(-n2cccc2)n1	0%	-7%	2%
CCCCOc1ccc(-c2cnc3ccccc3n2)cc1	0%	?	-4%
CCCCn1c(N)c(N(CC(C)C)C(=O)c2ccc(S(=O)(=O)N3CCC(C)CC3)cc2)c(=O)[nH]c1=O	-3%	0%	-7%
COc1ccccc1NC(=O)c1cccc(N2C(=O)C3C4C=CC(C4)C3C2=O)c1 (stereo not given)	-1%	2%	-7%
CC12CC(NC(=O)N1c1cccc(C(=O)N3CCN(c4ccccc4)CC3)c1)c1ccccc1O2 (stereo not given)	-1%	14%	3%
O=C(c1ccc(Cl)c([N+](=O)[O-])c1)N1CCN(S(=O)(=O)c2ccc(Cl)cc2)CC1	-3%	·	-2%
COc1ccccc1CNc1ccc(-c2nc(-c3ccccn3)no2)cc1[N+](=O)[O-]	0%	·	9%
O=C(COC(=O)CNC(=O)c1ccc(Cl)cc1Cl)NC1CCCCC1	-1%	0%	-1%
O=C(CSc1nnc2ccccn12)NNC(=O)c1ccccc1F	-2%	·	-3%
COC(=O)c1ccc(NC(=O)CSc2nc3ccc(OC)cc3[nH]2)cc1	-4%	·	4%
CCCCc1ccc(Nc2ncnc3c2cnn3-c2ccc(C)cc2)cc1	-9%	·	4%
COc1ccc(CNC(=O)Cn2c(=O)c3cccn3c3ccccc32)cc1	-8%	·	-20%
CC(C)Cn1c(SCc2nnc(-c3cccs3)o2)nc(O)cc1=O	1%	-16%	-2%
Cc1cccc(C)c1NC(=O)CN1CCN(C(=O)CNC(=O)c2ccc(N3CCCC3=O)cc2)CC1	-7%	·	-3%
O=C(c1cc(C(F)(F)F)cc(C(F)(F)F)c1)N1CCC[C@@]2(CCN(Cc3ccccc3)C2)C1	1%	-26%	·
CC(=O)Nc1ccc(N(C(=O)CNC(=O)c2cccs2)C(C(=O)NCC2CCCO2)c2ccccc2)cc1 (stereo not given)	-1%	3%	5%
CCc1ccc(OCC(=O)NC2CCCCC2)c(Br)c1	-3%	3%	-22%
O=C(CSc1nc2nc(-c3cccs3)cc(C(F)(F)F)c2c(=O)[nH]1)NCc1ccco1	-14%	15%	-2%
O=C(/C=C/c1ccco1)OCC(=O)c1ccc(OC(F)F)cc1	-15%	·	11%
COc1ccc(S(=O)(=O)N2CCOCC2)cc1NC(=O)CSc1nnc(N)s1	-1%	1%	1%

Whole records, looked up by structure.
`Cc1ccc(C(C)C)cc1OCC(=O)Nc1ccc(N2CCCCC2)cc1` in the list: KAT2A inh: 3%; N370S GC: -5%; FEN1 inh: -17%
`CC(C)c1ccc(NC(=O)CN2C(=O)COc3ccc(S(=O)(=O)N4CCOCC4)cc32)cc1` in the list: KAT2A inh: -1%&-9%; N370S GC: -12%; FEN1 inh: 2%&-2%

The listing picks up; the two compounds before the break are reprinted first.
SMILES	KAT2A inh	N370S GC	FEN1 inh
O=C(/C=C/c1ccco1)OCC(=O)c1ccc(OC(F)F)cc1	-15%	·	11%
COc1ccc(S(=O)(=O)N2CCOCC2)cc1NC(=O)CSc1nnc(N)s1	-1%	1%	1%
C=CCNc1nc(C(=O)OCC(=O)NCc2ccccc2OC)cs1	-11%	-19%	2%
COCCCNC(=O)/C(C#N)=C/c1c(N2CCN(c3ccccc3)CC2)nc2ccccn2c1=O	1%	?	5%
COc1ccc(CCC(=O)O)cc1OC	-4%	2%	13%
Cc1cc(C)n(-c2nc(NCCN(C)C)c3c4c(sc3n2)COC(C)(C)C4)n1	-4%	20%	11%
O=C(CSc1cn(CC(=O)N2CCOCC2)c2ccccc12)Nc1ccccc1C(F)(F)F	-11%	·	-4%
CCCn1c(SC(C(=O)Nc2cc(C)ccc2OC)c2ccccc2)nc2ccccc2c1=O (stereo not given)	-3%	11%	-1%
CCc1c(C)c(C#N)c2nc3ccccc3n2c1N1CCN(c2cc(C)ccn2)CC1	-17%	27%	·
Cc1cccc[n+]1CC(=O)Nc1ccccc1	-4%	-21%	0%
COc1ccccc1S(=O)(=O)NCc1ccc(C(=O)N(C)Cc2ccc(F)cc2)cc1	2%	·	14%
CCOC(=O)C1=C2N(C)c3ccccc3N2CCC1=O	-8%	3%	6%
CC(C)c1ccc(S(=O)(=O)c2cnc(SCC(=O)Nc3ccc(F)cc3F)nc2N)cc1	-10%	·	4%
COc1cc2c(cc1OC)C1OC(c3ccsc3)(C2)Oc2cc(C)oc(=O)c21 (stereo not given)	-6%[12.7 µM]	-16%[12.8 µM]	·

Sorted by the number under N370S GC (ascending): 3 of the compounds above
molecule,N370S GC
C=CCNc1nc(C(=O)OCC(=O)NCc2ccccc2OC)cs1,-19%
CCCn1c(SC(C(=O)Nc2cc(C)ccc2OC)c2ccccc2)nc2ccccc2c1=O (stereo not given),11%
CCc1c(C)c(C#N)c2nc3ccccc3n2c1N1CCN(c2cc(C)ccn2)CC1,27%

Following part:
SMILES	KAT2A inh	N370S GC	FEN1 inh
NS(=O)(=O)c1ccc(CNC(=O)COc2ccc3c4c(c(=O)oc3c2)CCCC4)cc1	-14%	-3%	-17%
Cc1[nH]c2ccc3ccccc3c2c(=O)c1C/C=C/Cl	-4%	1%	-11%
N#Cc1ccc(-c2ccc(C3Nc4ccccc4C(=O)N3O)o2)cc1 (stereo not given)	4%	·	?
CCCC(c1nnnn1C1CCCCC1)N1CCN(C(=O)c2ccco2)CC1 (stereo not given)	-5%	-16%	-13%
CCOc1ccc(/C=C/C(=O)N(C)CC(=O)Nc2cccc(F)c2)cc1OCC	-2%	?	-4%
Cc1cccc(OCc2nnc(SCC(=O)N3CCN(c4ccccc4)CC3)o2)c1C	1%	12%	1%
CCOC(=O)C1CCN(C(=O)c2ccccc2NC(=O)C2=C(C)OCCS2)CC1	0%	-6%	-1%
Cc1ccc(C)c(N2CCN(c3ncccc3[N+](=O)[O-])CC2)c1	-2%	-7%	-10%
COc1c(S(=O)(=O)N2CCCC2)ccc(Cl)c1Cl	1%	11%	-4%
O=C(CCCCn1c(=O)[nH]c2ccccc2c1=O)NCCC1=CCCCC1	-1%	0%	-13%
CCOc1ccc(C(=O)OCC(=O)Nc2ccc(SC(F)F)cc2)cc1OCC	-4%	?	0%
CC1(C)C(=S)N(Cc2ccccc2)c2ccccc21	-13%	19%	8%
COc1ccc(C2OC(=O)CC2C(=O)NCc2ccc(C)cc2)cc1OC (stereo not given)	-2%	10%	6%
COc1ccc(OCC(=O)Nc2ccc3c(c2)nc(CN2CCN(C(C)=O)CC2)n3C)cc1	-3%	-4%	2%
Cc1ccc(-c2nc3c(c(SCC(=O)N4CCOCC4)n2)Cc2c(CO)cnc(C)c2O3)cc1	-12%	-11%	-4%
CCCC[C@@H]1C[C@H]1[C@@H](NC(=O)c1ccccc1)c1ccccc1C(F)(F)F	-7%	13%	-18%
